Screening results (PubChem BioAssay)
EPAC1 ag = activates human EPAC1 exchange factor | EPAC1 agonist qHTS, biochemical assay; response scale: 100% = response to 6.5 mM cAMP | 360,000 compounds, 0.073% hits | Potency, µM (highest dose often 154 µM), for inactives: at the highest dose activation, actives largely listed as activators; note: nearly all actives have a fitted effect of over 60% in size
Target sequence (O95398 whole entry, looked up): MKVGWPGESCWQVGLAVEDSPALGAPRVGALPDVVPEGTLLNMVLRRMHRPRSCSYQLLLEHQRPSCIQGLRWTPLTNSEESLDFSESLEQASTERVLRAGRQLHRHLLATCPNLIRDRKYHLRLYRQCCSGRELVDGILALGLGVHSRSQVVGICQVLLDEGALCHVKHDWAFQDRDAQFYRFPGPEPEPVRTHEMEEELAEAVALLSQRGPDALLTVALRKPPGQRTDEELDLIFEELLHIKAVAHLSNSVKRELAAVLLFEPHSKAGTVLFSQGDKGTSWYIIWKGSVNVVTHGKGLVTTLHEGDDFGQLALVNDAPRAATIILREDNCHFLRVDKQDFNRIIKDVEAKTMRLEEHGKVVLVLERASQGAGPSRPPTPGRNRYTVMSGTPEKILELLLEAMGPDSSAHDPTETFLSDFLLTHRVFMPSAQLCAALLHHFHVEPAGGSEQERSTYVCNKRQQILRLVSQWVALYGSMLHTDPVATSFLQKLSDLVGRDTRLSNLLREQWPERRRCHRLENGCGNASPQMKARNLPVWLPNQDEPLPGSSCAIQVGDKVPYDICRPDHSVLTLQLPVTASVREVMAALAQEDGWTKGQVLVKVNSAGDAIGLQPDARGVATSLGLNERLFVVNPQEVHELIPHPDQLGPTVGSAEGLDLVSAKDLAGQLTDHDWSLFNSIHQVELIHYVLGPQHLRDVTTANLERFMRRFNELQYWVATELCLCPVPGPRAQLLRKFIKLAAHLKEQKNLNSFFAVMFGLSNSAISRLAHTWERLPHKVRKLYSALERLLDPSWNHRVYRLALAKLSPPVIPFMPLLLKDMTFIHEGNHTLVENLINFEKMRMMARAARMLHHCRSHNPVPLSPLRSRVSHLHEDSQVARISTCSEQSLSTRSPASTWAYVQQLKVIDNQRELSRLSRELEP
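Compounds were pinned as a concentration titration into mixtures of EPAC1 (100 nM), BODIPY-GDP-loaded Rap1B (250 nM) and GDP (50 uM). After 5 min at room temperature, fluorescence was followed for 30 min; activity was scaled to 6.5 mM cAMP.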
EPAC2 agonist = EPAC2 (human) agonism. EPAC2 activation, biochemical qHTS; response scale: 100% = 6.5 mM cAMP response. Q8WZA2. 360,000 compounds, 0.079% hits. AID 720711. Potency, µM (highest dose often 154 µM), for the others: at the top dose activation, actives largely listed as activators; note: nearly all actives have a fitted effect of over 50% in size
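Exchange assay: 100 nM EPAC2 with 250 nM Rap1B-BODIPY-GDP and 50 uM GDP. Fluorescence (ex 480/em 540 nm) read every 5 min for 30 min at room temperature. Data normalized to 6.5 mM cAMP as agonist control.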
EPAC1 antagonist = antagonists of human EPAC1 | O95398 | EPAC1 GEF assay, Rap1b-BODIPY-GDP exchange fluorescence | Potency, µM (highest dose often 115 µM), for the others: at the top dose activity change, negative = inhibition, actives largely listed as inhibitors | 360,000 compounds, 0.14% hits;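 note: plate controls were vehicle for no effect and positive control for full effect; nearly all actives have a fitted effect of over 50% in size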
aSyn rescue = alpha-synuclein toxicity inhibition in yeast | AID 652106 | 370,000 compounds, 0.14% hits | Potency, µM (titrated, usually from 46.1 µM), for inactives: top-dose growth rescue (activation), hits mostly activators | Yeast expressing alpha-synuclein, growth rescue, BacTiter-Glo, 24 h; note: % of control where 0% means no effect; nearly all actives have a fitted effect of over 65% in size
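Screening used galactose-induced yeast with toxic alpha-synuclein levels, exposed to compound for 24 hr at 30 deg C. Cell growth, read with BacTiter-Glo luminescence, gave the measured signal.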
PTHR1 ag = activates the human parathyroid hormone receptor PTHR1. HEK293 GP2 PTHR1 cells, GloSensor cAMP luminescence, 1 h. Potency, µM (titrated, usually from 115 µM), inactives show top-dose activation, actives largely listed as activators. 410,000 compounds, 0.075% hits. AID 743266. Q03431; note: nearly all actives have a fitted effect of over 55% in size; some results filed as inactive show a strong effect at the top dose; inactives centre near -15; many of its hits are not listed in these tables
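HEK-293-derived GP2 cells expressing PTHR1 and a GloSensor cAMP reporter, 3,000/well, plated overnight, given luciferin plus IBMX (each 0.5 mM as added) for 1 h at 37 °C, then compound for 1 h at 37 °C. Luminescence was read after 15 min at room temperature.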
EPAC2 antagonist = EPAC2 (human) antagonism. Q8WZA2. Potency, µM (series often up to 114 µM), inactives show at the top dose activity, negative = inhibition, usual class: inhibitors. EPAC2 GEF exchange of Rap1B-BODIPY-GDP, fluorescence. 360,000 compounds, 0.18% hits; note: % is set by controls: 0 for no effect and ±100 for the full control effect; nearly all actives have a fitted effect of over 45% in size; many of its hits are not listed in these tables
FUS suppressor = rescues growth of FUS-expressing yeast. Potency, µM (series often up to 76.6 µM), inactives show top-dose growth rescue (activation), usual class: activators. AID 1347120. S. cerevisiae FUS-expressing, growth rescue, OD600, 24 h. 390,000 compounds, 0.24% hits;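 note: plate controls were DMSO vehicle for no effect and reference control for full effect; nearly all actives have a fitted effect of over 55% in size; some results filed as inactive show a strong effect at the top dose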
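Galactose (2%) drives FUS expression in yeast precultured in raffinose; seeding density OD 0.005. Test compounds incubated 24hr at 30C and 99% humidity before absorbance at 600 nm was measured.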
TDP43 rescue = TDP-43 toxicity inhibition in yeast; TDP-43 expressing yeast growth rescue, BacTiter-Glo, 24 h; Potency, µM (series often up to 46.1 µM), for inactives: top-dose growth rescue (activation), most hits filed as activators; 410,000 compounds, 1.8% hits; note: % of control where 0% means no effect; nearly all actives have a fitted effect of over 50% in size
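Yeast cells expressing TDP-43 under galactose induction are exposed to compounds for 24 hr at 30 deg C. BacTiter-Glo luminescence measures growth, so protective compounds score as activators.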
* hit, by the source's call; i = inactive; ? = inconclusive; nt = no result given; [ ] = another dose, or the depositor's remark. Calls come from the whole dose curve; as a rule, active = well fitted curve in the direction sought with a large enough effect; inconclusive = small, poorly fitted or top-dose-only effect, or another doubt; inactive = no such curve, though single readings can be large; an effect the other way counts as inactive or inconclusive. Potency is the fitted concentration of half-maximal effect.

Order of results – EPAC1 ag	EPAC2 agonist	EPAC1 antagonist	aSyn rescue	PTHR1 ag	EPAC2 antagonist	FUS suppressor	TDP43 rescue
> CCCC(=O)Nc1ccc(C(=O)Nc2cc(C(F)(F)F)ccc2Cl)cc1
  -15.7%	2.9%	-21.1%	-2.2%	i	4.3%	13.0%	24.7%
> CCN(c1nc(C)cc(OC)n1)S(=O)(=O)c1ccccc1
  4.0%	0.7%	8.5%	8.1%	-8.4%	8.5%	4.7%	?
> CC1CN(C(=O)COC(=O)c2cccc(S(=O)(=O)N3CCc4ccccc43)c2)CC(C)O1 (centres undefined)
  5.0%	10.8%	-24.9%	0.8%	i	4.0%	28.9%	-23.8%
> Cc1ccc(NC(=O)c2cc([N+](=O)[O-])ccc2N2CCCC2)cc1
  -6.0%	5.3%	6.9%	-0.8%	i	-10.7%	0.7%	-7.9%[0.397 µM]
> CCCCN(C)CCCNC(=O)Cn1cc2c(n1)-c1c(oc(C(=O)N3CCCC3)c1C)CC2
  3.2%	4.9%	-1.5%	-3.2%	i	-0.6%	-3.1%	-0.6%
> C=CCNc1nc(C(=O)OCC(=O)N(Cc2ccccc2)C(C)C)cs1
  8.0%	-1.1%	-3.8%	12.5%	-27.5%	4.4%	4.9%	22.6%
> CN(C)S(=O)(=O)c1ccc2c(c1)C(CC(=O)O)NC2=O (centres undefined)
  1.2%	-2.0%	-17.9%	-9.6%	i	3.4%	-21.8%	-1.8%
> Cc1cc(NC(=O)Cn2c(C)nc3ccccc3c2=O)ccc1Br
  5.8%	-7.8%	-7.6%	8.1%	-17.3%	1.0%	-5.6%	2.5%
> CCOCCCNC(=O)C1CC(=O)N(C2CCCC2)C1 (centres undefined)
  -7.8%	5.1%	9.6%	-1.0%	-1.0%[57.5 µM]	12.3%	7.0%	-23.3%
> Cc1nc(SCC(O)CO)c([N+](=O)[O-])[nH]1 (centres undefined)
  0.1%	-4.8%	9.4%	-4.9%	-7.1%	-4.8%	4.0%	?

Continuation.
Order of results – EPAC1 ag	EPAC2 agonist	EPAC1 antagonist	aSyn rescue	PTHR1 ag	EPAC2 antagonist	FUS suppressor	TDP43 rescue
> CC1Cc2ccccc2N1C(=O)CCn1cccn1 (centres undefined)
  1.8%	7.4%	-12.2%	-11.4%	i	4.0%	-14.3%	8.1%
> CN1CCN(C2CN(Cc3ccc(F)cc3)S(=O)(=O)C2)CC1 (centres undefined)
  -3.8%	-1.8%	16.5%	0.6%	-17.6%	11.4%	-34.6%	8.2%
> O=C(NCCc1c[nH]c2ccccc12)/C(=C\c1cccs1)NC(=O)c1ccccc1
  6.3%	11.7%	-8.1%	17.0%	i	-5.8%	29.9%	10.6%
> Fc1ccccc1Nc1nc2ccccc2n2nnnc12
  -5.3%	12.9%	-7.5%	-16.9%	i	-15.2%	-16.8%	23.2%
> C=CC(=O)NC1CC2CCC1(C)C2(C)C (centres undefined)
  -4.7%	4.0%	-14.7%	1.1%	-15.3%	13.2%	5.6%	-19.2%
> Cc1cc(=O)c(C(=O)O)nn1-c1ccccc1F
  -3.4%	-0.2%	-15.2%	0.2%	i	-9.3%	-19.7%	13.7%
> CCn1c(SCC(=O)Nc2ccc3c(c2)OCO3)nc2c1c(=O)n(C)c(=O)n2C
  9.7%	3.0%	13.0%	0.6%	-18.1%[57.5 µM]	2.5%	11.7%	12.6%
> CCC[C@@H](OS(N)(=O)=O)[C@@H](Cc1ccccc1)C(=O)OCC
  -10.6%	0.4%	-16.4%	1.6%	-47.7%[inhibitor]	0.1%	0.4%	13.1%
> COc1ccc2oc(-c3ccc(C)c(NC(=O)Cc4ccc(Cl)cc4)c3)nc2c1
  nt	nt	nt	-4.3%	-6.7%	nt	-13.1%	-13.4%
> COc1cc(C(=O)Oc2ccc(/C=N/NC(=O)c3ccncc3)cc2)cc(OC)c1OC
  1.6%	-0.7%	23.0%	4.5%	-22.9%	0.4%	18.9%	-10.7%

Arranged by number of heavy atoms (high to low): 7 of the compounds above.
Order of results – EPAC1 ag	EPAC2 agonist	EPAC1 antagonist	aSyn rescue	PTHR1 ag	EPAC2 antagonist	FUS suppressor	TDP43 rescue
> COc1cc(C(=O)Oc2ccc(/C=N/NC(=O)c3ccncc3)cc2)cc(OC)c1OC
  1.6%	-0.7%	23.0%	4.5%	-22.9%	0.4%	18.9%	-10.7%
> O=C(NCCc1c[nH]c2ccccc12)/C(=C\c1cccs1)NC(=O)c1ccccc1
  6.3%	11.7%	-8.1%	17.0%	i	-5.8%	29.9%	10.6%
> COc1ccc2oc(-c3ccc(C)c(NC(=O)Cc4ccc(Cl)cc4)c3)nc2c1
  nt	nt	nt	-4.3%	-6.7%	nt	-13.1%	-13.4%
> CN1CCN(C2CN(Cc3ccc(F)cc3)S(=O)(=O)C2)CC1 (centres undefined)
  -3.8%	-1.8%	16.5%	0.6%	-17.6%	11.4%	-34.6%	8.2%
> Fc1ccccc1Nc1nc2ccccc2n2nnnc12
  -5.3%	12.9%	-7.5%	-16.9%	i	-15.2%	-16.8%	23.2%
> CC1Cc2ccccc2N1C(=O)CCn1cccn1 (centres undefined)
  1.8%	7.4%	-12.2%	-11.4%	i	4.0%	-14.3%	8.1%
> Cc1cc(=O)c(C(=O)O)nn1-c1ccccc1F
  -3.4%	-0.2%	-15.2%	0.2%	i	-9.3%	-19.7%	13.7%

Continuation:
Order of results – EPAC1 ag	EPAC2 agonist	EPAC1 antagonist	aSyn rescue	PTHR1 ag	EPAC2 antagonist	FUS suppressor	TDP43 rescue
> Cc1cccc(C(=O)N=c2sccn2C)c1[N+](=O)[O-]
  13.4%	5.3%	17.2%	-0.3%	i	-4.7%	42.1%	3.7%
> COc1cc2[nH]c(=O)n(CCCCCC(=O)NCCCN3CCCC3=O)c(=O)c2cc1OC
  5.5%	-5.6%	14.5%	-2.0%	-44.6%[inhibitor][57.5 µM]	-1.8%	18.6%	-17.3%
> CCc1cc2c(=O)[nH]c(Cc3ccc(OC)cc3)nc2s1
  -2.6%	-7.6%	-17.6%	9.8%	i	-0.7%	nt	0.7%
> COc1cc(C)c(Cl)cc1S(=O)(=O)n1cnc2ccccc21
  7.3%	20.7%	2.5%	9.1%	-4.4%[57.5 µM]	-4.8%	23.9%	-13.0%
> C[C@]12c3[nH]c4cc(-c5ccco5)ccc4c3CCN1C(=O)[C@@H](CC(=O)NCc1cccc(C(F)(F)F)c1)C[C@@H]2C(=O)N1CCOCC1
  -18.8%	-10.0%	-11.9%	0.6%	-13.9%	4.1%	38.2%	6.8%
> CC(Cc1ccccc1)C(=O)N(C)Cc1cccnc1 (centres undefined)
  -6.4%	-1.2%	17.6%	1.4%	-16.7%	20.9%	-24.1%	-8.3%
> COc1ccc([C@H]2CC(=O)C=C(c3cccc(OC(F)(F)F)c3)C2)cc1
  -25.8%	-2.6%	-14.5%	2.6%	-58.8%[inhibitor]	?	15.5%	?
> COc1cc(OC)c(C2=NOC(C(=O)NCc3cccnc3)C2)cc1Cl (centres undefined)
  -1.6%	2.2%	11.3%	2.0%	i	-11.1%	-13.7%	9.7%
> O=C(Cc1ccccc1)c1nnc(-c2ccccc2)o1
  7.3%	1.4%	-1.2%	9.4%	i	-18.0%	8.1%	24.2%
> O=C(NCC1CCCO1)c1ccc2c(=O)n(-c3ccc(F)cc3)c(=S)[nH]c2c1 (centres undefined)
  -13.5%	2.3%	7.8%	-1.1%	-14.2%	19.4%	24.2%	-21.3%

Additional entries:
Order of results – EPAC1 ag	EPAC2 agonist	EPAC1 antagonist	aSyn rescue	PTHR1 ag	EPAC2 antagonist	FUS suppressor	TDP43 rescue
> C/C(Nc1ccc(F)cc1)=C(/C#N)C(N)=O
  7.3%	-4.9%	0.6%	-6.6%	i	0.8%	-0.1%	17.1%
> C/C(=N\NC(=O)COc1ccc(C(C)(C)C)cc1)c1cc2ccccc2o1
  6.3%	1.7%	-2.5%	18.6%	-7.7%	-4.5%	6.5%	-1.0%
> O=C(NN1CCOCC1)c1cc(-c2ccc(Cl)c(Cl)c2)nc2ccccc12
  -3.0%	-4.8%	4.5%	-2.6%	i	7.8%	-12.5%	3.9%
> COC(=O)/C(=C\C(=O)c1ccc([N+](=O)[O-])cc1)Nc1ccc(OC)cc1
  4.8%	19.9%	-13.1%	-14.3%	-73.7%[inhibitor]	-16.6%	56.9%	-42.7%[inhibitor]
> CC(C)Cc1nnc(NC(=O)C2CCN(C(=O)c3ccc(Cl)cc3)CC2)s1
  1.6%	-9.1%	-12.2%	-2.0%	-24.1%	-1.8%	24.6%	8.5%
> CN(C)S(=O)(=O)c1ccc(Cl)c(NC(=O)COC(=O)CNS(=O)(=O)c2c(F)cccc2F)c1
  -7.5%	5.7%	-15.5%	4.3%	-11.2%	-4.8%	12.3%	9.5%
> Cc1ccc(S(=O)(=O)CCC(=O)OCn2nnc3ccccc3c2=O)cc1
  1.6%	-0.6%	-2.5%	26.7%	i	-0.1%	1.3%	?
> Cc1ccc(-n2cc[nH]c2=S)cc1C
  4.0%	3.0%	?	1.6%	-15.9%	3.1%	28.2%	-7.5%
> COc1ccc(-c2ccc(CN3C(CC(C)C)C(=O)N(Cc4cn(CC5CCCCC5)nn4)CCS3(=O)=O)cc2)cn1 (centres undefined)
  -9.1%	4.8%	0.8%	5.7%	-6.2%	-1.6%	?	19.0%
> CC(C)CN1CCN(Cc2cn(C)c3ccccc23)CC1CCO (centres undefined)
  -5.4%	-2.6%	4.6%	16.1%	i	2.2%	5.5%	19.7%

(continued)
Order of results – EPAC1 ag	EPAC2 agonist	EPAC1 antagonist	aSyn rescue	PTHR1 ag	EPAC2 antagonist	FUS suppressor	TDP43 rescue
> Cc1cccc(N2CN(Cc3cccnc3)CNC2=S)c1C
  6.5%	12.6%	?	-7.4%	-2.6%	0.1%	nt	-9.8%
> CC(C)N(Cc1nccn1C)C(=O)c1cc(COc2cccc(C(F)(F)F)c2)on1
  -18.1%	-9.0%	-6.1%	7.0%	i	-1.7%	-2.6%	-1.5%
> Oc1c(/C=N/c2ncn[nH]2)ccc2ccccc12
  -4.8%	9.1%	9.2%	0.5%	-2.5%[57.5 µM]	6.5%	5.4%	5.7%
> C[C@H](NC(=O)N1CCn2c1nc1ccccc12)C(=O)NCc1ccco1
  4.8%	-4.9%	-1.1%	1.5%	16.3%	-1.4%	5.0%	8.4%
> CN(C)c1ncc(S(=O)(=O)c2ccc(Cl)cc2)c(-c2ccc(Cl)cc2Cl)n1
  12.1%	1.4%	-19.9%	-8.0%	-20.3%	-1.5%	nt	19.6%

These rows are one share of the data; count on the stated rates, not on these rows.
